G6PDH CS = L. mesenteroides G6PDH inhibitors, counter-screen for G6PDH-coupled screening assays, biochemical, Leuconostoc mesenteroides enzyme | glucose-6-phosphate dehydrogenase [Leuconostoc mesenteroides] | Purified L. mesenteroides G6PDH, diaphorase/resazurin coupled fluorescence, 45 min | inhibition, % at 5 µM | actives 0.12% (n = 200,000) | AID 1020, 2008
Hsp70 activator = Hsp70 transcriptional activators, primary screen, cell-based, HeLa, Hsp70 promoter luciferase, luminescence, 10 µM; HeLa Hsp70 promoter luciferase reporter; scaled: vehicle 0, proteasome-inhibitor control 100%; activation, % at 10 µM; actives 0.04% (n = 200,000); AID 1203, 2008;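 active means activation above the mean across all tested compounds plus 3 SD, cutoff set per campaign, cut at about 5.5% in these data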;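 further: 100% = MG132 at 30 µM as the positive control and 0% = DMSO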
TLR4 MyD88 comp = inhibitors of TLR4-MyD88 association in cells, primary screen, cell-based, HeLa CL3-4, BLA complementation, FRET ratio; HeLa CL3-4 TLR4/MyD88 BLA complementation; actives 0.18% (n = 200,000); AID 861, 2007; inhibition, % at 8.4 µM; in the data active means inhibition above about 25%;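 further: 0% = vehicle and 100% = reference inhibitor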
Target sequence (O00206 whole entry, looked up): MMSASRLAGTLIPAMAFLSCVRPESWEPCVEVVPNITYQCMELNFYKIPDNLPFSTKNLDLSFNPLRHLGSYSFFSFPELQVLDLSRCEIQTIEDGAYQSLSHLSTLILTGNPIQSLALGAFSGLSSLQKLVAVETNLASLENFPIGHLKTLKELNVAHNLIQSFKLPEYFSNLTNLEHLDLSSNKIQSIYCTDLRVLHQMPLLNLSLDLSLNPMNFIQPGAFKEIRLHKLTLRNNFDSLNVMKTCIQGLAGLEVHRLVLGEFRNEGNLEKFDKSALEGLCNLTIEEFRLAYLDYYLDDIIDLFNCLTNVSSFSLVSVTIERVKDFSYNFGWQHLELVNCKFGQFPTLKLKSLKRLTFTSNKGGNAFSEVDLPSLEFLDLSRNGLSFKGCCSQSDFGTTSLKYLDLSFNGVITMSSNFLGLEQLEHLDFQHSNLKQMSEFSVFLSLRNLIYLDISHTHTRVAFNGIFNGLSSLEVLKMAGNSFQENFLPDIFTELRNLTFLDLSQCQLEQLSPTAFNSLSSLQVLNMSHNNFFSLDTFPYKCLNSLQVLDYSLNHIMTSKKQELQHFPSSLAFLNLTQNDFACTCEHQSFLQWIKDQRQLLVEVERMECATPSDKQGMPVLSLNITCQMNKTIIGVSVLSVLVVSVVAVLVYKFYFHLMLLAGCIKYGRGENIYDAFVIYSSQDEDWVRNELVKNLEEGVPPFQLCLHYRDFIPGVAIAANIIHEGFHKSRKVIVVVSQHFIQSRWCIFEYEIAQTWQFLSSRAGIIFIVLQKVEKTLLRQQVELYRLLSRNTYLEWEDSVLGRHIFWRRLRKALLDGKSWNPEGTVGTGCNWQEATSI
Target sequence (Q99836 whole entry, looked up): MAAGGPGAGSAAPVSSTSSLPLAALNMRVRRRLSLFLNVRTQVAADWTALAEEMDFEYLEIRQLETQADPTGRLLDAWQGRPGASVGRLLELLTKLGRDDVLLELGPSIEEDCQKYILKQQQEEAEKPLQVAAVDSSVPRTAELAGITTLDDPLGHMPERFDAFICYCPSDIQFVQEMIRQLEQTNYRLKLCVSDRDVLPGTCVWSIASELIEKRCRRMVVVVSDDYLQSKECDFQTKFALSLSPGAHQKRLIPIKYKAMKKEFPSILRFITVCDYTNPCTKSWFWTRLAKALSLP
PMI act hi M6P = human PMI activators, high substrate, primary screen, biochemical, fluorescence intensity, near-saturating mannose 6-phosphate | Mannose-6-phosphate isomerase (Homo sapiens), P34949 | coupled PMI enzyme assay, resazurin fluorescence, 20 min; stronger effect = higher value; 1 = untreated enzyme, 0 = substrate-free blank | activation factor at 20 µM | actives 0.34% (n = 190,000) | AID 1216, 2008;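 active means activation factor of 2 or more at 20 µM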
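Test system – human PMI in coupled enzyme assay · Timing – 20 min incubation at room temperature · Detection – Diaphorase-driven resazurin-to-resorufin fluorescence, excitation 544, emission 590 nm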
S1P3 antagonist = S1P3 receptor antagonists, primary screen, cell-based. actives 0.27% (n = 170,000). AID 485, 2006. Sphingosine 1-phosphate receptor 3 (Homo sapiens), Q99500. inhibition, % at 4.98 µM. CHO S1P3 NFAT-BLA reporter, FRET fluorescence, antagonist mode;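 active means inhibition above the plate cutoff, the mean inhibition of test wells on that plate plus 3 SD, cut at about 28% in these data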;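 further: cells challenged with S1P at its EC80 of 0.8 µM; blue over green emission ratio from cleaved BLA substrate after 4 h stimulation; 0% = S1P-stimulated wells and 100% = unstimulated DMSO-only wells; some compounds past the cut are filed as inactive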
Diaphorase inh = diaphorase inhibitors and chemical oxidizers, primary screen, counter-screen for diaphorase-coupled primary assays, biochemical, uHTS, resorufin fluorescence; diaphorase resazurin-to-resorufin fluorescence, NADH, 16 min; bacterial (C. kluyveri) enzyme, not human; inhibition, % at 20 µM; actives 0.69% (n = 190,000); AID 1217, 2008;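 active means primary screen inhibition at 20 µM above a set limit, cut at about 50% in these data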;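 further: plate controls were DMSO with full reaction for no effect and wells lacking NADH for full effect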
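Test system: Clostridium kluyveri diaphorase enzyme / Quantity: diaphorase at 0.14 U/mL in enzyme working solution / Incubation: 16-min room-temperature incubation before reading / Benchmarks: NADH-free wells as positive control, DMSO-only neutral wells / Signal: resorufin fluorescence 544/590 nm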
RAM network inh = inhibitors of the yeast RAM network, primary screen, dse1pr::URA3 reporter, 5-FOA selection | S. cerevisiae dse1pr::URA3 reporter, 5-FOA growth OD615, 2 d; analog-sensitive cbk1-as2 kinase mutant strain | inhibition, % at 50 µM | actives 1.8% (n = 190,000) | AID 868, 2007;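 active means inhibition above a set limit, 3 SD over mean compound inhibition, cut at about 8.4% in these data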;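 further: 0% = DMSO-only wells with no growth and 100% = 10 µM 1-NA-PP1 full growth; inhibition rescues growth on 5-FOA so higher OD means more RAM inhibition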
Diaphorase act = compounds boosting diaphorase resazurin reduction – biochemical, uHTS, resorufin fluorescence, counter-screen for diaphorase-coupled primary assays, primary screen; Diaphorase/resazurin coupled assay, 16 min; stronger effect = higher value; 1 = vehicle wells, 0 = NADH-free wells; activation factor at 20 µM; actives 0.005% (n = 190,000); AID 1229, 2008;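 active means diaphorase activity raised at least twofold by the compound at 20 µM; inactive means activation factor below 2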
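Material: purified diaphorase enzyme from Clostridium kluyveri; Also added: 0.114 mM NADH and 0.1 mM resazurin, final amounts; Doses: single compound dose of 20 µM, 1% DMSO final; Times: 16 min enzyme reaction, ambient temperature; Detection: resorufin fluorescence, excitation 544 nm, emission 590 nm; Measure: increased resorufin signal from activators or reducing compounds.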
DTT redox prof = compounds producing H2O2 with reducing agent – biochemical, NIH compound library profiling, artefact control for MLSCN library redox annotation, primary screen. DTT-dependent redox cycling H2O2, phenol red/HRP absorbance; 100% = 100 µM peroxide control, 0% = buffer. activation, % at 10 µM. actives 0.03% (n = 200,000);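 active means activation of at least 50% relative to the plate's high and low controls in the primary single-dose screen; inactive means activation below 50%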;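 further: compound incubated with DTT at 0.8 mM final as the reducing agent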
L major viab = Leishmania major promastigote growth inhibition, primary screen; Leishmania major promastigotes, resazurin fluorescence viability; inhibition, % at 10 µM; actives 9% (n = 200,000);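 further: promastigotes grown with compound for 44 hours at 28 °C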
PMI activator = activators of human PMI, primary screen, biochemical, fluorescence intensity, near-Km mannose 6-phosphate | AID 1214, 2008 | purified human PMI, coupled resazurin fluorescence, 20 min; stronger effect = higher value; 1 = vehicle control, 0 substrate-free wells | activation factor at 20 µM | Mannose-6-phosphate isomerase (Homo sapiens), P34949 | actives 0.005% (n = 190,000);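 active means activation factor of 2 or more at 20 µM, relative to plate controls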
* marks the source's active call; other numbers are inactive results; x = no result given. Unless noted, no stated cut-off is given here; in the data, active means inhibition above about 50%; inactive means the rest.

SMILES	G6PDH CS	Hsp70 activator	TLR4 MyD88 comp	PMI act hi M6P	S1P3 antagonist	Diaphorase inh	RAM network inh	Diaphorase act	DTT redox prof	L major viab	PMI activator
CCOCCOCN(C#N)c1nc(OC)nc(N(C)C)n1	-1	0.1	11	0.9	x	16	-0.1	0.8	-1.4	-7	0.9
COc1ccccc1NC(=O)CN1C(=O)C(C)SC(C)C1=O (stereo not drawn)	-5	-0.3	-8	1	1	1	0.4	1	0.3	-6	0.9
COc1cc2c(cc1NC(=O)CN(C)Cc1nc3ccccc3c(=O)[nH]1)oc1ccccc12	-4	-0.3	-15	1	-10	9	6.4	0.9	0.4	-7	1
Cc1occc1C(=O)N1CCN(c2ccccc2)CC1	13	-0.2	3	1.1	9	-1	1.1	1	-0.2	-10	1.1
N#CC1=C(N)NC(SCC(=O)c2ccccc2)=C(C#N)C12CCCC2	-2	0.1	-4	0.9	10	12	11*	0.9	0.2	19	1
O=C(/C=C/c1ccc2c(c1)OCO2)Nc1cccnc1	4	-0.1	-15	0.8	1	9	1.6	0.9	-0.2	2	0.9
CNS(=O)(=O)c1ccc(C)cc1	11	-0.3	5	0.9	x	12	2.3	0.9	-0.1	-4	0.9
COc1ccc2[nH]c(=O)c(C(c3nnnn3C3CCCCC3)N3CCN(C)CC3)cc2c1 (stereo not drawn)	5	-0.2	2	1	-29	6	0.1	0.9	-1.0	-8	1
O=C(COC(=O)c1cccc(Br)c1)NCCc1ccccc1	4	-0.3	2	0.9	-7	10	4.8	0.9	-0.1	-7	0.9
Cc1ccccc1C(=O)c1cccn1CC(=O)NCC1CCCO1 (stereo not drawn)	12	-0.1	15	0.9	-22	23	0.3	0.8	-0.3	0	0.8
COc1ccc([N+](=O)[O-])cc1NC1CCCCC1	2	-0.1	1	1	x	-6	-0.1	1.1	1.9	-3	0.9
CC1=C(C(=O)OCc2ccccc2)C(c2ccc(C(C)(C)C)cc2)NC(=O)N1CCCCCC(=O)O (stereo not drawn)	16	-0.4	-4	1.2	-5	7	18*	0.9	0.8	14	1.3
Cc1ccc(C(=O)Nc2ccc(Br)cc2)cc1S(=O)(=O)Nc1ccccn1	-6	-0.4	-6	1	-9	3	4.5	1	0.7	-6	1
NS(=O)(=O)c1ccc(CCNC(=O)C2Cc3ccccc3CN2C(=O)c2ccco2)cc1 (stereo not drawn)	-2	0.0	-8	1	x	10	0.8	0.9	0.3	-1	1
Cc1ccc(-n2c(CSc3nc(C)cc(C)n3)n[nH]c2=S)cc1	0	0.3	-15	1	2	36	1.7	0.6	-1.1	6	1
Cc1ccc(-n2c(=O)[nH]c3c(oc4ccccc43)c2=O)cc1	7	-0.3	5	1	9	20	0.6	0.8	-0.2	-9	1
O=C(NCc1ccccc1)C1=C[C@H](c2coc3ccccc3c2=O)C[C@H](OCCCCO)O1	4	0.0	4	0.9	-3	8	-1.1	0.9	-1.5	-4	0.9
O=C1/C(=C\c2ccc3ccccc3c2)CCCc2ccccc21	-3	-0.2	6	0.9	x	11	11*	0.9	2.6	11	0.9
CCOc1ccc2nc(NC(=O)C3CCN(S(=O)(=O)c4cnc[nH]4)CC3)sc2c1	7	-0.2	8	0.8	-19	19	7.2	0.8	-1.2	2	1
O=C(Nc1ccccn1)c1cc2cc([N+](=O)[O-])ccc2s1	-6	0.4	-1	1	9	9	3.4	0.9	-1.6	1	1
CCC1CCCCN1Cc1nc2c(c(=O)n(C)c(=O)n2C)n1Cc1cccc2ccccc12 (stereo not drawn)	-40	x	x	0.9	0	8	x	0.9	x	x	0.9
C[C@]12CC[C@@H]3c4ccc(O)cc4[C@@H](O)C[C@H]3[C@@H]1CC[C@@H]2O	7	-0.3	4	1	6	14	0.6	0.9	-0.1	-12	1
COc1ccc(NC(=O)CC(NCCc2ccccc2)C(=O)O)c(OC)c1 (stereo not drawn)	0	-0.2	-2	1	-41	13	0.6	0.9	-3.5	-6	1
COC(=O)CCS(=O)(=O)c1ccc(NC(C)=O)cc1	4	-0.2	-1	1	x	2	-0.3	1	0.1	-3	1
O=C(CSc1nnc(COc2ccccc2)o1)N1CCOCC1	5	-0.1	-7	1.1	-17	-14	1.4	1.1	-2.0	-6	1.1
COc1ccc(/C=C/C(=O)OCC(=O)Nc2cccc(Oc3ccccc3)c2)c(OC)c1	-5	-0.2	-1	1	-7	13	17*	0.9	0.1	-3	0.9
CCCc1[nH]nc2c1C(c1ccc(OC)c(Cn3nc(C)c(Br)c3C)c1)C(C#N)=C(N)O2 (stereo not drawn)	-5	-0.4	-1	0.9	-13	11	0.8	0.9	2.3	42	0.8
Cc1cccc(NC2SC(=O)NC2=O)c1 (stereo not drawn)	2	-0.1	-12	1	0	-1	1.5	1	-2.1	-4	1
CN(CCc1cn[nH]c1)C(=O)CC1C(=O)NCCN1Cc1ccccc1C(F)(F)F (stereo not drawn)	9	-0.4	12	0.7	-8	6	2.0	0.9	-0.5	1	1.1
CN(C)S(=O)(=O)c1ccc(C(=O)Oc2coc(CSc3ncccn3)cc2=O)cc1	2	-0.2	7	1	-3	1	2.9	1	0.1	-8	1.1
CC1(C)CC(=O)C(CC(=O)Nc2ccc(S(N)(=O)=O)cc2)=C(O)C1	8	-0.1	-17	1.2	-5	-5	1.5	1	0.3	0	1.2
CC(C(=O)Nc1ccc(C#N)cc1)N(C)CC(=O)Nc1ccccc1Br (stereo not drawn)	6	-0.2	1	0.9	-11	16	1.4	0.8	-0.7	-1	0.9
CC(=O)Nc1cc(C(=O)NCc2ccco2)ccc1Sc1ccc(Cl)cc1	1	-0.3	0	1.1	1	12	-0.7	0.9	0.1	92*	1.1
Clc1ccccc1OCCN1CCC(Cc2ccccc2)CC1	7	-0.2	4	1.1	5	8	-0.1	0.9	0.1	90*	1
COc1ccc(N/N=C(C)/C(=N/O)C(=O)Nc2ccccc2)cc1	2	-0.1	8	1.5	-15	12	-0.6	0.9	0.2	-2	1.5
NCCCNc1ccc([N+](=O)[O-])cc1C(F)(F)F	5	-0.4	0	1	6	1	0.5	1	-0.2	-3	1
COCCSc1ccccc1C(=O)Nc1ccccc1C#N	12	-0.2	6	1	2	8	1.1	0.9	0.2	0	1
COc1cccc2c1C(=O)c1ccc3ccccc3c1C2=O	9	-0.2	3	1.8	x	21	2.2	0.8	0.8	4	1.4
Clc1ccccc1-c1nnn(Cc2ccc(-c3nn[nH]n3)cc2)n1	0	-0.5	1	1.1	-3	12	3.3	0.9	0.7	-6	1
COc1ccc(Br)cc1/C=c1\sc2nc(-c3ccco3)nn2c1=O	-39	x	x	1.2	24	37	x	0.6	x	x	1
Nc1nc(SCc2ccc(Cl)cc2Cl)ns1	-1	-0.1	4	0.9	x	28	-2.1	0.7	2.3	-9	0.9
Cc1cc(C)n2c(SCc3cccs3)nnc2n1	22	0.5	-1	1.1	x	-20	-1.2	1.2	2.1	-7	1.1
C1=C(c2ccc(-c3ccccc3)cc2)Nc2ncnn2C1c1ccco1 (stereo not drawn)	-5	-0.1	1	1.4	-10	23	4.4	0.8	1.9	1	0.5
COc1ccc(CCNC(=O)Cn2nnc3ccccc3c2=O)cc1	-9	-0.4	1	0.9	-1	5	0.4	1	0.6	-8	1
CCOC(=O)N1CCC(NC(=O)CCc2c(C)nc3nc(C)nn3c2C)CC1	2	-0.3	-1	1	-13	8	1.0	0.9	-2.8	-5	1
COCCN(C(=O)CNC(=O)c1cccs1)C(C(=O)NC1CCCC1)c1cccs1 (stereo not drawn)	-1	-0.2	-14	1	-1	1	0.5	1	-0.6	-5	1
O=C(NCCN1C(=O)S/C(=C\c2cccnc2)C1=O)C1CC(=O)N(Cc2ccco2)C1 (stereo not drawn)	-2	-0.2	7	0.9	-5	6	1.7	0.9	-0.3	4	1
Cc1cccc(C(=O)NNC(=O)CCn2nnc3ccccc32)c1	-1	-0.2	-7	1	-21	19	2.4	0.8	-0.5	3	1
Cc1noc(C)c1COC(=O)c1ccccc1NC(=O)Cc1ccccc1	9	0.6	-2	1.1	-2	3	0.3	1	1.1	6	1.1
CCOCC(=O)Nc1ccc(Br)c(C)c1	8	0.1	11	1.1	-3	7	-1.1	0.9	-0.3	-4	1.1
COCCNC(=O)Cc1ccc(F)cc1	6	-0.3	-9	1.1	-12	8	3.6	0.9	-0.3	-5	1.1
CCn1cnc2c(cnn2-c2ccccc2)c1=O	4	0.2	-7	0.9	x	12	0.1	0.9	1.9	-1	0.9
CCOC(=O)N1CCN(c2ccc(C(C)=O)cc2F)CC1C (stereo not drawn)	4	-0.2	-1	1	5	-6	-0.7	1.1	-1.2	2	1.1

RAM network inh: entries above that show a hit.
molecule	Hsp70 activator	TLR4 MyD88 comp	PMI act hi M6P	S1P3 antagonist	RAM network inh	DTT redox prof	PMI activator
N#CC1=C(N)NC(SCC(=O)c2ccccc2)=C(C#N)C12CCCC2	0.1	-4	0.9	10	11*	0.2	1
CC1=C(C(=O)OCc2ccccc2)C(c2ccc(C(C)(C)C)cc2)NC(=O)N1CCCCCC(=O)O (stereo not drawn)	-0.4	-4	1.2	-5	18*	0.8	1.3
O=C1/C(=C\c2ccc3ccccc3c2)CCCc2ccccc21	-0.2	6	0.9	x	11*	2.6	0.9
COc1ccc(/C=C/C(=O)OCC(=O)Nc2cccc(Oc3ccccc3)c2)c(OC)c1	-0.2	-1	1	-7	17*	0.1	0.9

Assay outcomes from PubChem BioAssay.
